From PubChem BioAssay
H9c2 TAG inh: inhibitors of triacylglycerol accumulation; H9c2 cells, Nile Red lipid (TAG) fluorescence; cells loaded with 200 µM oleic acid; inhibition, % at 12.5 µM; 230,000 compounds, 0.66% hits;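 active means pattern-corrected inhibition of lipid staining of at least 50% with the nuclear-stain viability signal not falling by more than 50%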;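 further: 0% = DMSO wells and 100% = triacsin C control wells; some results filed as inactive read as strong as hits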
H9c2 TAG inh DAPI viability: also measured in H9c2 TAG inh; calls as there; DAPI nuclei signal change (viability), lower = more cytotoxic, %;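 whole-well DAPI fluorescence read on a plate reader as a viability signal; minus 50 percent equals half of cells still viable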
* = called active by the depositor; & = joins results of further samples. The list is partial, so the mix of outcomes need not match the whole.

SMILES | H9c2 TAG inh | H9c2 TAG inh DAPI viability
COc1ccc2sc(N(CCCN(C)C)C(=O)c3ccc(C(=O)c4ccccc4)cc3)nc2c1 | 19 | 14
CCCc1cc(=O)oc2cc(C)cc(OCc3nn[nH]n3)c12 | 2 | 4
COc1ccc(S(=O)(=O)NC2CCCCC2)cc1F | 10 | 1
COc1ccccc1-n1c(SCC(=O)N(C)C)nnc1-c1ccco1 | 4 | -4
Cc1ccc(C(O)c2ncc(-c3ccc(F)cc3)[nH]2)c(C)c1 (centres undefined) | 8 | 0
S=c1[nH]nc(-c2cc(-c3ccccc3)n[nH]2)n1/N=C/c1ccc(Br)s1 | 20 | -8
COc1ccc(OC)c(CN2CCN(C(=O)c3cccc(S(=O)(=O)Nc4ccc(F)cc4)c3)CC2)c1 | -6 | 5
Cc1ccnc2nc(C(=O)Nc3ccc(S(=O)(=O)N4CCCC4)cc3)nn12 | 2 | 1
CC(CN(C)Cc1ccccc1)OC(=O)C1COc2ccccc2O1 (centres undefined) | 4 | 5
CC(Nc1nc(-c2ccc(F)cc2)cs1)c1nc2cc(C(F)(F)F)ccc2n1CCCO (centres undefined) | -11 | -1
CC(C)c1ccc(NC(=O)CCNS(=O)(=O)c2cccc3nonc23)cc1 | 2 | -10
CC(=O)Nc1ccc(NC(=S)Nc2ccccc2)cc1 | -22 | 2
COc1ccc(CCN(Cc2cc3ccc(C)cc3[nH]c2=O)C(C)=O)cc1OC | -5 | 9
O=S(=O)(Nc1nnc(-c2ccccc2)s1)c1ccc(Cl)cc1 | 5 | -2
CSc1nc(-c2ccccc2)nn1C(=O)c1ccc(C)cc1 | -17 | 2
CCOc1ccc(-n2c(Cc3cc(=O)[nH]c(=O)[nH]3)nnc2SC(C)C)cc1 | 0 | -6
COCc1nc(-c2ccc(-c3ccc(OC)cc3)nc2OC)no1 | 11 | 43
Nc1ncc(S(=O)(=O)c2ccc([N+](=O)[O-])cc2)s1 | -6 | 8
Cc1ccccc1CNC(=O)C1CCC(=O)N(CC2CCCCC2)C1 (centres undefined) | 3 | 4
CC1Cc2ccccc2N1C1=CC(=O)CCC1 (centres undefined) | -27 | 1
Cc1ccc(N(Cc2cc3ccccc3[nH]c2=O)S(C)(=O)=O)cc1 | 5 | 14
O=C(/C=C/c1ccc([N+](=O)[O-])cc1)NCCc1ccccc1 | -4 | 1
CC(C)CN(C(=O)CN1CCN(c2cccc(Cl)c2)CC1)c1c(N)n(CC(C)C)c(=O)[nH]c1=O | 15 | -16
COC(=O)C1CCN(C(=O)COC(=O)CC(NC(C)=O)c2ccccc2)CC1 (centres undefined) | 14 | -22
O=C(COc1ccccc1)Nc1nnc(-c2ccccc2)o1 | 2 | -4
O=C(c1cccs1)n1nc(-c2cccnc2)nc1NCc1ccco1 | 6 | -3
Cc1noc2ncnc(N3CCCCC3)c12 | 18 | -4
O=C(CCn1c(=O)oc2ccccc21)Nc1ccc2c(c1)OCCO2 | -10 | 6
Cc1c(NC(=S)NC(NC(=O)CC(C)C)C(Cl)(Cl)Cl)c(=O)n(-c2ccccc2)n1C (centres undefined) | -7 | -8
CC[C@@]1(C(=O)OC)N[C@H](CN(C)C(=O)Nc2ccc(OC)cc2)[C@@H]2C(=O)N(C)C(=O)[C@@H]21 | 8 | 8
Cc1cccc(NC(=S)N(CCN(C)C)Cc2cc3cc(C)cc(C)c3[nH]c2=O)c1 | 5 | 37
CN(C1CCCCC1)S(=O)(=O)c1ccc2c(c1)c(=O)c(C(=O)NCCN1CCCC1)cn2C | 3 | -9
Cc1ccccc1C(=O)N(C)c1ccccc1C(=O)NCc1ccccc1 | 3 | -10
CC1(C(=O)NS(=O)(=O)c2ccc(Cl)cc2)CCN1C(=O)C1CC1 (centres undefined) | 6 | -1
CCCCC(=O)N(C)c1c(CC)nc2c(OCCC3CCCCC3)cccn12 | 3 | -6
CN(C)c1ccc(NC(=S)N2CCN(c3ncc(C(F)(F)F)cc3Cl)CC2)cc1 | 6 | -1
O=C(Nc1nc2ccc(S(=O)(=O)N3CCCCC3)cc2s1)c1ccncc1 | -8 | 19
Cc1cccc(N2CCN(CC(=O)NCc3ccccc3)CC2)c1C | -7 | -3
O=C(CSc1ccc2c(c1)OCCO2)NCc1ccco1 | -1 | 4
COc1ccc(-n2c(=O)c3ccccc3n(CC(=O)Nc3cccc(OC)c3)c2=O)cc1 | 8 | -7
COc1ccccc1NS(=O)(=O)N(C)C | 8 | 5
CCOC(=O)c1c(C)[nH]c(C(=O)OCC(=O)N2CCc3ccccc32)c1C | -142 | 4
C=CCC[C@H](Cc1ccc(F)cc1)C(=O)OC[C@H](Cc1c[nH]c2ccccc12)NC(=O)[C@@H](CC=C)CC(=O)N[C@H](CO)Cc1ccccc1 | 23 | -12
CC1Cc2ccccc2N1S(=O)(=O)c1cccc(C(=O)N2CCCCC2)c1 (centres undefined) | -43 | 4
COc1cc2c(=O)n(-c3ccc(C)cc3)c(=O)n(CC(=O)c3ccc4c(c3)OCO4)c2cc1OC | 23 | 5
Cc1cccc(NC(=O)CNC(=O)COC(=O)c2ccc(C(C)(C)C)cc2)c1C | -7 | -2
COC(=O)c1ccccc1NC(=O)N1CCN(c2ccc(OC)cc2)CC1 | -10 | 11
Cc1ccc(C(C)NC(=O)c2ccncc2)cc1C (centres undefined) | -13 | 5
O=c1cc[nH]c2ccc(Cl)cc12 | 12 | -4
COc1ccc(C(CNC(=O)CSc2ccc(Br)cc2C)N2CCOCC2)cc1 (centres undefined) | -20 | -1
COc1cc(/C=N/NC(=O)/C(=C\c2ccc3c(c2)OCO3)NC(=O)c2ccccc2)ccc1O | 10 | -12
CC(=O)Nc1cccc(C(=O)OC2CCOC2=O)c1 (centres undefined) | 2 | -4
CSc1ccccc1C(=O)OCC(=O)N1CCCC1=O | 15 | -28
O=S(=O)(c1ccc2c(c1)OCCO2)N1C[C@@H]2C[C@H]1CN2S(=O)(=O)c1c(F)cccc1F | 0 | -2
Cc1cc2oc(=O)cc(CSc3nc(N)cc(N)n3)c2cc1C | 7 | -4
O=C(N[C@@H]1C/C=C\C[C@@H](CC(=O)N(CCO)Cc2ccccc2)C(=O)N[C@@H](c2ccccc2)COC1=O)OCC1c2ccccc2-c2ccccc21 | -38 | 6
CC(C)C[C@@H](CN)NC(=O)c1nc[nH]c1C(=O)N[C@@H](C)C(=O)CNC[C@H](C)NC(=O)c1nc[nH]c1C(=O)N[C@@H](CC(C)C)C(=O)O | 3 | 9
NC(=O)C1CCN(c2nc(-c3ccccc3-c3ccccc3)cs2)CC1 | -2 | 1
CC(C)NC(=S)NN=C1CCC(c2ccccc2)CC1 (centres undefined) | -26 | 3
NC(=O)c1cccc(-c2ccnc3c2CC(C(=O)Nc2cccc(C(F)(F)F)c2)O3)c1 (centres undefined) | -3 | 23
The results go on:
SMILES | H9c2 TAG inh | H9c2 TAG inh DAPI viability
C=CCOc1ccc(/C=N/NC(=O)C(C)Sc2ccccn2)cc1OCC (centres undefined) | 8 | -3
COC(=O)c1ccc(NC(=S)N2CCCC2)cc1 | -24 | 5
COc1ccc(C(=O)OCC(=O)Nc2cc(C)on2)c(OC)c1OC | 20 | -2
N#Cc1c(N)nc2c(c1-c1ccc(F)cc1)c(=O)nc1sccn12 | 15 | -7
Cc1ccc(OCC(=O)Nc2cc(Cl)ccc2-n2cncn2)c(C)c1 | -6 | 3
Cc1ccc(C(=O)NC(Cc2ccccc2C(F)(F)F)C(=O)O)cc1 (centres undefined) | 4 | -2
O=C(N/N=C/c1cc(Br)cc(Br)c1O)c1cccc(S(=O)(=O)N2CCOCC2)c1 | 43 | -19
COC(=O)C(Cc1c[nH]c2ccccc12)NC(=O)c1ccc2nc[nH]c2c1 (centres undefined) | 4 | -1
COc1ccc(C(O)c2nc(-c3cccc(C(=O)O)c3)cs2)cc1 (centres undefined) | 7 | 5
N#CCCN1CCN(S(=O)(=O)c2ccc(S(=O)(=O)NC3CCCC3)cc2)CC1 | -4 | -8
CCOc1ccc(S(=O)(=O)N(C)CC(=O)NC2CCCC2)cc1 | -3 | -4
COc1cc(OC)cc(-c2nnc(SCC(=O)Nc3ccc(C(=O)O)cc3)s2)c1 | 18 | -3
COc1ccc(-c2nc3ccccn3c2NCc2ccc3c(c2)OCO3)cc1 | 11 | 33
CCCCCN(C(=O)CCC(=O)OCC(=O)N(CC)c1ccccc1)c1c(N)n(CCCC)c(=O)[nH]c1=O | 0 | 2
OC(c1ccc(F)c(F)c1)c1nc(-c2ccc3ccccc3c2)cs1 (centres undefined) | -35 | 4
CCCN(CC(=O)Nc1cc(C)on1)CC(=O)Nc1ccc(F)c(F)c1F | -10 | 6
CCCCN(c1ccccc1)S(=O)(=O)c1cccc2cccnc12 | -21 | 2
CC(CNC(=O)c1ccc(N)cc1)NC(=O)c1ccc(N)cc1 (centres undefined) | 8 | -10
C/C(CC1(O)C(=O)N(Cc2ccccc2)c2ccccc21)=N\O (centres undefined) | 12 | -4
O=c1n(Cc2ccccc2)c2cc(Cl)cnc2n1Cc1ccccc1 | -10 | -3

Single records, from the list above. Order of screens: H9c2 TAG inh	H9c2 TAG inh DAPI viability
Cc1ccc(OCC(=O)Nc2cc(Cl)ccc2-n2cncn2)c(C)c1 reads -6	3
CCCCN(c1ccccc1)S(=O)(=O)c1cccc2cccnc12 reads -21	2

The results go on:
SMILES | H9c2 TAG inh | H9c2 TAG inh DAPI viability
CC(=O)Nc1ccc(S(=O)(=O)NCC(CCC(=O)O)C(F)(F)F)cc1 (centres undefined) | -22 | 3
CCN(CC)S(=O)(=O)c1ccc(N=Nc2c(N)[nH]c(=O)[nH]c2=O)cc1 | -8 | -3
CC(C)N(C)c1ncnc2c1ncn2[C@H]1CN(Cc2ccc(F)cc2)C[C@@H](CO)O1 | 11 | -6
Cn1c(=O)n(C)c2cc(NC(=O)c3ccccc3)ccc21 | 8 | 2
CCN1CCN(C(=O)c2ccc(CS(=O)(=O)Cc3ccccc3Cl)o2)CC1 | -7 | 6
C=CCSc1nc(N)c(C(=O)Nc2ccccc2OC)cc1C(=O)Nc1ccccc1 | 0 | 1
COC(=O)c1cc(Br)c(=O)n(Cc2ccco2)c1 | 9 | -4
Cc1ccc(Cl)cc1NC(=O)NCc1ccccn1 | -5 | -2
CCOc1cc(/C=N/n2c(C)nc3sc(C)c(C)c3c2=O)ccc1O | -6 | 11
COCc1cc(C)nc(SCC[N+](C)(C)CC(=O)Nc2cccc(C(F)(F)F)c2)c1C#N | 28 | 19
NC(=S)N=Nc1c(O)cc(O)c2[nH]c(=O)ccc12 | -16 | 1
Nc1ccc(S(=O)(=O)Nc2cnc3ccccc3n2)cc1 | -7&6 | -2&0
CCC(C)(C)NC(=O)C(c1ccccc1F)N(Cc1ccco1)C(=O)Cn1nnc2ccccc21 (centres undefined) | 12 | 2
Cc1ccc(-n2nc3ccc(N)cc3n2)cc1C | 0 | 27
CCn1c(=O)c(C(C)=O)c(O)c2ccccc21 | -5 | 11
COc1ccc(N(CC(=O)Nc2cccnc2)S(C)(=O)=O)cc1 | 5 | -10
CCN1CCN(C(=S)NCCOC)CC1 | -14 | 0
CN(CC(=O)Nc1ccccc1Cl)C(=O)COC(=O)CNC(=O)c1ccc(Br)o1 | 9 | -6
NC(=O)C1CCN(C(=O)C2CC(=O)N(c3ccc(F)cc3)C2)CC1 (centres undefined) | -4 | -3
CN(C)c1ccc(SC#N)cc1 | -4 | 3

16 compounds already listed, sorted by molar mass, highest first:
SMILES | H9c2 TAG inh | H9c2 TAG inh DAPI viability
CCC(C)(C)NC(=O)C(c1ccccc1F)N(Cc1ccco1)C(=O)Cn1nnc2ccccc21 (centres undefined) | 12 | 2
COCc1cc(C)nc(SCC[N+](C)(C)CC(=O)Nc2cccc(C(F)(F)F)c2)c1C#N | 28 | 19
C=CCSc1nc(N)c(C(=O)Nc2ccccc2OC)cc1C(=O)Nc1ccccc1 | 0 | 1
CCN1CCN(C(=O)c2ccc(CS(=O)(=O)Cc3ccccc3Cl)o2)CC1 | -7 | 6
CC(=O)Nc1ccc(S(=O)(=O)NCC(CCC(=O)O)C(F)(F)F)cc1 (centres undefined) | -22 | 3
CCN(CC)S(=O)(=O)c1ccc(N=Nc2c(N)[nH]c(=O)[nH]c2=O)cc1 | -8 | -3
CCOc1cc(/C=N/n2c(C)nc3sc(C)c(C)c3c2=O)ccc1O | -6 | 11
COc1ccc(N(CC(=O)Nc2cccnc2)S(C)(=O)=O)cc1 | 5 | -10
NC(=O)C1CCN(C(=O)C2CC(=O)N(c3ccc(F)cc3)C2)CC1 (centres undefined) | -4 | -3
COC(=O)c1cc(Br)c(=O)n(Cc2ccco2)c1 | 9 | -4
Nc1ccc(S(=O)(=O)Nc2cnc3ccccc3n2)cc1 | -7&6 | -2&0
Cn1c(=O)n(C)c2cc(NC(=O)c3ccccc3)ccc21 | 8 | 2
Cc1ccc(Cl)cc1NC(=O)NCc1ccccn1 | -5 | -2
Cc1ccc(-n2nc3ccc(N)cc3n2)cc1C | 0 | 27
CCn1c(=O)c(C(C)=O)c(O)c2ccccc21 | -5 | 11
CN(C)c1ccc(SC#N)cc1 | -4 | 3

Additional entries.
SMILES | H9c2 TAG inh | H9c2 TAG inh DAPI viability
O=C(NCC(c1ccc(F)cc1)N1CCOCC1)c1c(F)cccc1F (centres undefined) | 1 | 7
COc1ccc(C(=O)N[C@H](C(=O)OCn2nnc3ccccc3c2=O)C(C)C)cc1 | -10 | 2
CCC1CCc2c(sc(NC(=O)c3ccoc3C)c2C(N)=O)C1 (centres undefined) | 20 | -11
O=C(NCCCl)NNc1c(Cl)cc(Cl)cc1Cl | 6 | -10
Cc1cc(C)n(-c2nc(NCc3cccnc3)c3c4c(sc3n2)COC(C)(C)C4)n1 | 1 | 13
C[C@H](CO)N1C[C@H](C)[C@@H](CN(C)C)Oc2c(NS(=O)(=O)c3cccs3)cccc2C1=O | -3 | 3
